Screening results from PubChem BioAssay.
Menin-MLL TR inh = qHTS Assay for Inhibitors Targeting the Menin-MLL Interaction in MLL Related Leukemias: Competition With Texas Red Labeled MLL-derived Mutant Peptide. O00255. Menin + Texas Red MLL mutant peptide, fluorescence polarization. Potency, µM (series often up to 61.6 µM), for the others: top-dose FP activity change, negative = inhibition, actives largely listed as inhibitors. actives 0.23% (n = 270,000). AID 1768, 2009; active = well fitted inhibition curve with a large enough effect in the polarisation, with a control signal flat, not every such curve was filed as active; inconclusive = small, poorly fitted or top-dose-only effect, or effect the other way, or a change in a side signal; inactive = no such curve, though single readings can be large or run the other way; the % refers to the polarisation; note: potency is the fitted concentration of half-maximal effect; % of control where 0% means no effect; many of its hits are not listed in these tables
Target sequence (O00255 whole entry, looked up): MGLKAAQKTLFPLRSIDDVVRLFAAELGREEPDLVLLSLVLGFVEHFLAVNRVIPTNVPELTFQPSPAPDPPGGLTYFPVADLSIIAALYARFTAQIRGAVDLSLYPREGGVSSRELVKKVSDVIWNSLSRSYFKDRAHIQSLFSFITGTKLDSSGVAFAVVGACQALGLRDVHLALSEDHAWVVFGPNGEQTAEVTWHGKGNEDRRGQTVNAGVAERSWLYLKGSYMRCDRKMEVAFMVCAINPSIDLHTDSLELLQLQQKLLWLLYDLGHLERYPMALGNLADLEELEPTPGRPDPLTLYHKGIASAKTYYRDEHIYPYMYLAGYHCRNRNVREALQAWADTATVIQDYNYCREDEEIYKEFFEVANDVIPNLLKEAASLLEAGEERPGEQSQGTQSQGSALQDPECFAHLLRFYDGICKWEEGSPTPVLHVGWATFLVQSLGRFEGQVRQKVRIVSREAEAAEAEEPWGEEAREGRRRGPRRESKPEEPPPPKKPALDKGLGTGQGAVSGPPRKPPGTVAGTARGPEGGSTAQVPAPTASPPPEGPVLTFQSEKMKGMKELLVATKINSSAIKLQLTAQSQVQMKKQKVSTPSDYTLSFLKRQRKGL
S-ASM inh = Inhibitors of Secretory Acid Sphingomyelinase (S-ASM): qHTS; Potency, µM (doses to about 57.5 µM), inactives show top-dose activity change, negative = inhibition, hits mostly inhibitors; Sphingomyelin phosphodiesterase (Homo sapiens), P17405; actives 0.006% (n = 340,000); placental ASM, HMU-PC fluorogenic substrate, 60 min; note: potency is the fitted concentration of half-maximal effect
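Fluorogenic HMU-PC substrate (9 uM final) is turned over by placental ASM in 60 min at 37 C after a 10 min compound preincubation. Reaction ended by alkaline stop (pH 10), with fluorescence read at 386/447 nm.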
GALK inhibitor = qHTS Assay for Inhibitors of Human Galactokinase (GALK); Potency, µM (titrated, usually from 57.5 µM), for the others: at the highest dose activity change, negative = inhibition, actives largely listed as inhibitors; actives 0.007% (n = 270,000); Purified GALK, Kinase-Glo residual ATP luminescence; P51570; note: potency is the fitted concentration of half-maximal effect; % is set by controls: 0 for no effect and ±100 for the full control effect
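ATP-depletion format; final 35 uM ATP, 100 uM D-galactose, 5 nM enzyme; pH 8.0 HEPES/Mg2+ buffer; 60 min RT; luminescence read 10 min after detection reagent.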
USP2a inh = qHTS Assay for Inhibitors of Ubiquitin-specific Protease USP2a Using CHOP2 as the Reporter; Ubiquitin carboxyl-terminal hydrolase 2 (Homo sapiens), O75604; USP2 core, Ub-CHOP2 coupled fluorogenic reporter, 485/531; Potency, µM (doses to about 38.3 µM), for inactives: at the highest dose activity change, negative = inhibition, most hits filed as inhibitors; actives 0.01% (n = 330,000);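 note: potency is the fitted concentration of half-maximal effect; plate controls were DMSO wells for no effect and full inhibition by NEM control for full effect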
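Deubiquitinase activity read as fluorescence (485/531 nm) after Ub-CHOP2 cleavage activates the enterokinase reporter on its substrate; USP2 core 10nM, Ub-CHOP2 and substrate 25nM each, 30min compound preincubation then 60min RT; data normalized to NEM, curves fitted.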
Mito fusion act = qHTS Assay for Small Molecule Inhibitors of Mitochondrial Division or Activators of Mitochondrial Fusion | S. cerevisiae fusion-defective mutant growth rescue, CellTiterGlo 48 h | Potency, µM (doses to about 46.1 µM), for inactives: at the top dose growth rescue (activation), usual class: activators | actives 0.23% (n = 320,000) | AID 485298, 2010;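 note: potency is the fitted concentration of half-maximal effect; % of control where 0% means no effect; nearly all actives have a fitted effect of over 45% in size; temperature-sensitive fusion mutants such as fzo1-1 at 37 °C on non-fermentable ethanol glycerol medium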
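Read-out: ATP-based luminescence (CellTiterGlo, 10 min ambient) reporting growth of fusion-defective ts yeast after 48 hours at 37C on glycerol/ethanol YPEG medium in the presence of compound.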
Chronic BCR inh = qHTS Assay to Find Inhibitors of Chronic Active B-Cell Receptor Signaling. actives 0.05% (n = 340,000). Potency, µM (highest dose often 46.1 µM), without a hit: at the top dose ratio change, negative = lower green/red ratio, hits mostly inhibitors. ABC-DLBCL IkBa-CBG/CBR reporter, luminescence ratio, 4 h. AID 493014, 2011; active = well fitted inhibition curve with a large enough effect in the signal ratio, with a control signal flat, not every such curve was filed as active; inconclusive = small, poorly fitted or top-dose-only effect, or effect the other way, or a change in a side signal; the % refers to the signal ratio;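 note: potency is the fitted concentration of half-maximal effect; plate controls were basal doxycycline-induced cells for no effect and cells given 10 µM MG132 for full effect; MG132 reads +100%, hits lower the ratio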
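TMD8 human ABC-DLBCL cells with doxycycline-inducible IκBα–green luciferase fusion and unfused red luciferase, in 0.5% FBS medium; compounds up to 46 uM, 4 h at 37C. Green/red luminescence ratio, filter-overlap corrected, fitted to concentration-response curves.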
MBNL1 CUG block = qHTS Assay for Inhibitors of MBNL1-poly(CUG) RNA binding; Muscleblind-like protein 1 (Homo sapiens), Q9NR56; actives 0.036% (n = 280,000); Potency, µM (top dose mostly 57.5 µM), for the others: top-dose activity change, negative = inhibition, most hits filed as inhibitors; TR-FRET MBNL1-His/biotin-(CUG)12 binding, 665/545 ratio; active = well fitted inhibition curve with a large enough effect in the signal ratio, with a control signal flat, not every such curve was filed as active; inconclusive = small, poorly fitted or top-dose-only effect, or effect the other way, or a change in a side signal; inactive = no such curve, though single readings can be large or run the other way; the % refers to the signal ratio; note: potency is the fitted concentration of half-maximal effect; % is set by controls: 0 for no effect and ±100 for the full control effect
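Inhibition of protein-RNA binding appears as loss of TR-FRET between terbium anti-His antibody on MBNL1-His and streptavidin-XL665 on biotin-(CUG)12. Activity is normalized to buffer-only and uninhibited-complex controls.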
TSHR antagonist = Antagonists of the Thyroid Stimulating Hormone Receptor: HTS campaign; Thyrotropin receptor (Homo sapiens), P16473; TSHR-expressing cells, TSH-stimulated cAMP HTRF, 2 h; hits give low values; activity change, negative = inhibition, % at 11.5 µM; actives 0.2% (n = 330,000); AID 504810, 2011;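 active = activity change below a set negative limit, meaning inhibition stronger than a set level, cut at about -70% in these data; inconclusive = activity change between two set negative limits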; note: % is set by controls: 0 for no effect and ±100 for the full control effect
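Freshly harvested TSHR cells receive pin-tooled compound, then EC80 TSH at 4nM final. After 2 hours at 37 deg C, antibody in lysis buffer and cAMP-d2 are added; 30 minutes at ambient temperature precede the HTRF read.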
Eya2 inh = qHTS Assay for Inhibitors of the Phosphatase Activity of Eya2. actives 0.006% (n = 330,000). Potency, µM (titrated, usually from 76.9 µM), without a hit: at the highest dose activity, negative = inhibition, usual class: inhibitors. recombinant Eya2, OMFP fluorescence dephosphorylation (OMFP is methylfluorescein phosphate). AID 488837, 2010; note: potency is the fitted concentration of half-maximal effect; % is set by controls: 0 for no effect and ±100 for the full control effect
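Eya2 protein (added as 0.2 uM solution) was preincubated with compound for 10 min at ambient temperature in 50 mM HEPES pH 7.5, 50 mM NaCl, 5 uM MgCl2, 0.05% BSA, 1 mM DTT. OMFP (added at 50 uM) then reacted 10 min; fluorescence read at 485/525 nm.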
PKM2 activator = qHTS Assay for Activators of Human Muscle isoform 2 Pyruvate Kinase; Potency, µM (titrated, usually from 57.5 µM), without a hit: top-dose activation, most hits filed as activators; purified PKM2, Kinase-Glo ATP luminescence, activation; response scale: 0% is enzyme alone, no compound; actives 0.34% (n = 260,000); Pyruvate kinase PKM (Homo sapiens), P14618; note: potency is the fitted concentration of half-maximal effect; % is set by controls: 0 for no effect and ±100 for the full control effect; nearly all actives have a fitted effect of over 55% in size
Target sequence (P14618 whole entry, looked up, canonical isoform): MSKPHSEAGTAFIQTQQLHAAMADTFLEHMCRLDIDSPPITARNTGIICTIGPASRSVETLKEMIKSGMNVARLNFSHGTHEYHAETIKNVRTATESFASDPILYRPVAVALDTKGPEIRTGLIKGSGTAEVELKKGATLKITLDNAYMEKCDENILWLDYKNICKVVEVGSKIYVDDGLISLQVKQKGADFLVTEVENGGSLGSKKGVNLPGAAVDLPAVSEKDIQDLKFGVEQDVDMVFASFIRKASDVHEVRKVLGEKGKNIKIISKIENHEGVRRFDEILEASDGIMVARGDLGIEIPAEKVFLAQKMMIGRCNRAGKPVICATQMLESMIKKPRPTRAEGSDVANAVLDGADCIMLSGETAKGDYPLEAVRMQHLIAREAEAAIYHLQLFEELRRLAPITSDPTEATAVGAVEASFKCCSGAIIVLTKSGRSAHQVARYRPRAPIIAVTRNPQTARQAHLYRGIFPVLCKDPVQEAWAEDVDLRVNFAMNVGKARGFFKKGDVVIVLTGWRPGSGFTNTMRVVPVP
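Purified hPK-M2 (>95%) run at intermediate activity with 0.1 mM ADP and 0.5 mM PEP in 50 mM imidazole pH 7.2, KCl, MgCl2; 1 h room temperature. ATP formed read by Kinase-Glo luminescence; normalized to uninhibited and no-enzyme controls.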
hERG WT inh = qHTS for Inhibitors of KCHN2 3.1: Wildtype qHTS | Voltage-gated inwardly rectifying potassium channel KCNH2 (Homo sapiens), Q12809 | U2OS, BacMam KCNH2, thallium flux FluxOr; hits give low values | activity change, % at 1.84 µM | actives 0.37% (n = 340,000) | AID 720551, 2013;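 active = maximum activity change below -70%; inconclusive = maximum activity change between -70% and -50%; inactive = maximum activity change above -50%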; note: % is set by controls: 0 for no effect and ±100 for the full control effect
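U2OS cells were transduced with wild-type KCNH2 virus (2.03 x 10^8 / mL) for 4 h at room temperature, then cultured overnight at 37 C. Thallium flux was read with FluxOr dye. Rate constants were normalized to DMSO controls.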
Numbers without * were called inactive; ? = inconclusive; · = not tested or not shown; [ ] = another dose, or the depositor's remark. Unless noted, calls come from the whole dose curve; as a rule, active = well fitted curve in the direction sought with a large enough effect; inconclusive = small, poorly fitted or top-dose-only effect, or another doubt; inactive = no such curve, though single readings can be large; an effect the other way counts as inactive or inconclusive. Only part of the results is shown; the hit share may differ from the screen's.

SMILES	hERG WT inh	TSHR antagonist	MBNL1 CUG block	PKM2 activator	Mito fusion act	Eya2 inh	Menin-MLL TR inh	GALK inhibitor	S-ASM inh	USP2a inh	Chronic BCR inh
O=C(NCc1ccccc1F)C1CCCN1C(=O)NCc1ccccc1 (stereo not drawn)	-10	6	0%	0%	0%	0%	-4%	5%	-3%	-1%	0%
CCOCCCNC(=O)CCc1ccc(S(=O)(=O)Nc2ccc(C)cc2)cc1	-16	6	-7%	?	-4%	1%	-12%	3%	-4%	4%	-3%
NC(=O)CC[C@H](NC(=O)c1ccc(F)cc1)C(=O)OCC(=O)Nc1c(F)c(F)c(F)c(F)c1F	11	-12	10%	1%	-1%	9%	11%	-2%	-1%	4%	-1%
COc1ccccc1N1CCN(C(=O)Cn2ncc3c([nH]c4ccccc43)c2=O)CC1	1	-11	6%	·	4%	-1%	-5%	0%	-2%	4%	7%
Cn1c2c(c(=O)n(C)c1=O)CN(Cc1ccco1)CN2	8	0	-4%	-7%	0%	9%	1%	0%	4%	1%	2%
O=C(CSc1nc2ccccc2o1)Nc1ccccc1N1CCOCC1	-9	-2	2%	2%	5%	-3%	-2%	-1%	1%	2%	6%
CC(C)CN(C(=O)COC(=O)CCc1nc2ccccc2s1)c1c(N)n(Cc2ccccc2)c(=O)[nH]c1=O	-2	5	·	·	1%	-3%	·	·	-1%	-2%	0%
COc1cccc(-c2nc(CS(=O)(=O)CC(=O)Nc3ccccc3Cl)c(C)o2)c1	-7	-9	0%	·	13%	-3%	0%	-1%	-2%	2%	7%
CCn1cc(C(=O)N(C)Cc2ccc(OC(F)F)cc2)c(=O)c2ccc(C)nc21	4	-4	1%	·	11%	-23%	-19%	·	-1%	3%	?
COc1ccc(NC(=O)CSc2nc3ccncc3[nH]2)c(OC)c1	-2	13	-1%	·	11%	-7%	-4%	5%	4%	3%	3%
O=C(Nc1nc2ccccc2[nH]1)C1CCCO1 (stereo not drawn)	16	-4	0%	-6%	3%	3%	9%	6%	1%	0%	-5%
Cc1cc(C(=O)Cn2nnc(-c3ccc(Cl)cc3)n2)c(C)n1CC1CCCO1 (stereo not drawn)	11	-35	-14%	-2%	2%	5%	3%	7%	-7%	-7%	3%
O=c1c2ccccc2nc2sc(Nc3cccc(Cl)c3)nn12	·	-19	·	·	4%	6%	·	·	4%	0%	20%
Clc1ccccc1-c1nc(-c2cccnc2)no1	2	·	8%	2%	-5%	·	-21%	0%	-1%	·	·
N#Cc1ccccc1COC(=O)CCN=C1NS(=O)(=O)c2ccccc21	5	-3	·	·	·	-8%	·	·	-2%	-1%	?
N#CCSc1ccccc1NC(=O)CN1C(=O)C(=O)N(Cc2ccccc2)C1=O	0	14	·	·	·	-8%	·	·	0%	1%	2%
CCn1c(SCC(=O)Nc2cc(C)c(Cl)cc2OC)nnc1-c1ccco1	-19	5	2%	-2%	-1%	-8%	0%	-2%	-4%	2%	?
O=C(NC1CCCC1)C(c1ccc(F)cc1)N(C(=O)c1csnn1)C1CCCC1 (stereo not drawn)	13	-4	2%	·	9%	-8%	-6%	-3%	-3%	1%	-3%
COc1ccc(/C=N/Nc2ccc([N+](=O)[O-])cc2)cc1Cn1cc([N+](=O)[O-])cn1	-1	-30	6%	-11%	-1%	-5%	?	-3%	-9%	1%	?
CCC(C)(C)NC(=O)C(c1ccc(C)o1)N(Cc1ccc2c(c1)OCO2)C(=O)c1snc(C(N)=O)c1N (stereo not drawn)	-26	40	2%	6%	-2%	-4%	2%	-1%	42%[activator]	3%	10%
CSc1ncccc1C(=O)OCC(=O)N(C)C1CCS(=O)(=O)C1 (stereo not drawn)	4	-7	-7%	3%	-5%	-14%	13%	0%	0%	1%	?
COc1ccc(N2CCN(C(=O)C3CCN(S(=O)(=O)c4ccc(C)cc4)CC3)CC2)cc1	0	-3	-2%	-10%	-1%	-19%	-8%	0%	2%	2%	1%
Nc1ncnc2c1C(c1ccccc1)c1c(ccc3ccccc13)O2 (stereo not drawn)	·	33	·	·	·	-1%	·	·	-20%	-12%	?
CCN(CC(=O)Nc1ccc(OC)cc1)C(=O)c1cc2c(s1)CCCCC2	0	3	·	·	24%	0%	·	·	·	1%	3%
CN(Cc1ccccc1)C(=O)c1ccc(COc2ccccc2)cc1	4	-9	-3%	0%	-7%	-4%	-21%	3%	-3%	-7%	-1%
CCCn1c(-c2ccc[nH]c2=O)nc2cc(C)c(C)cc21	-12	12	32%[activator]	-23%	-3%	-7%	-4%	2%	192%[activator]	-2%	?
CCOc1cc(N2CCOCC2)c(OCC)cc1NC(=O)[C@H](C)NC(=O)c1ccco1	-2	4	-3%	-9%	7%	-11%	-25%	15%	3%	1%	-9%
Cc1ccc(OCc2ccc(C(=O)N3CCOCC3)cc2)cc1C	-4	-6	-2%	2%	-3%	3%	8%	-1%	-2%	-1%	?
CCc1nc(SCC(=O)Nc2ccccc2)c2c(=O)n(C)c(=O)n(C)c2n1	-2	41	-2%	-4%	0%	6%	·	-2%	-5%	2%	?
Oc1ccc(/C=N/n2cnn(Cc3ccccc3Cl)c2=S)c(O)c1	-4	-3	·	-3%	1%	-13%	13%	-2%	7%	-1%	?
COc1cc(NC(=O)CCN2CC(C)OC(C)C2)cc(OC)c1 (stereo not drawn)	-15	20	-2%	-1%	1%	-4%	-4%	·	0%	1%	-3%
COc1cccc(-c2cc(C(=O)N3CCN(Cc4ccccc4)CC3)no2)c1	25	-6	-1%	16%	-4%	-8%	6%	3%	1%	-6%	0%
CC1(C(=O)NCc2cccnc2)CCC(=O)N1CCc1ccccc1 (stereo not drawn)	22	4	-14%	4%	0%	-1%	-6%	-2%	5%	1%	-3%
COc1ccc(/C=C/C(=O)NC(=S)NNC(=O)c2cccnc2)cc1OC	-6	0	-8%	4%	-3%	13%	24%	-1%	3%	2%	-1%
CCCCCC(=O)Nc1ccc(Cc2ccncc2)cc1	-7	-16	7%	2%	4%	0%	17%	-4%	2%	1%	-2%
COC(=O)c1ccc(CSc2n[nH]c(=S)s2)o1	6	-3	-3%	3%	-1%	16%	-6%	0%	0%	4%	?
CCNS(=O)(=O)c1ccc(CCC(=O)NCCc2ccc(OC)cc2)cc1	-1	4	-4%	-6%	-6%	-1%	4%	-3%	-3%	3%	0%
CCCCCC/C(=N/O)c1ccccn1	1	-11	-11%	2%	-9%	-6%	0%	-1%	-1%	-1%	-16%
Cc1ccc(C2CC2c2n[nH]c(=S)n2-c2cccc(C)c2)cc1 (stereo not drawn)	9	-16	6%	-1%	6%	-6%	-13%	1%	0%	1%	12%
CCOC(=O)C1CCCN(C2CCN(Cc3nc(Cc4ccccc4)no3)CC2)C1 (stereo not drawn)	10	17	-6%	0%	1%	-12%	6%	-3%	0%	11%	-11%
COCCCn1c(SCC(=O)NC2CCCCC2)nc2ccccc2c1=O	17	-2	-3%	·	13%	-4%	?	3%	-2%	2%	-12%
COc1cc(-c2csc(NC3CCCCC3)n2)cc(OC)c1OC	3	2	12%	7%	-12%	2%	-5%	-4%	-7%	-1%	?
